Compound activity as filed in PubChem.
CRFBP-R2 agonist = CRF-BP/CRF-R2 complex agonism | AID 588473 | HEK293 CRF-R2/CRF-BP, calcium dye fluorescence (FLIPR); percent of saturating CRF peptide response | activation, % at 13.2 µM | 350,000 compounds, 0.46% hits;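 active = activation of at least 50%, plus an integration ratio under a set limit after plate pattern correction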;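 note: plate controls were neutral control wells without compound for no effect and CRF at EC100 for full effect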
CHRM5 agonist = CHRM5 agonism in calcium assay; P08912; CHO-K1 hM5 cells, Fluo-8 calcium fluorescence; 0% DMSO wells, 100% maximal acetylcholine response; activation, % at 3 µM; 360,000 compounds, 0.19% hits;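 active = activation above the run's mean over test compounds plus 3 SD, cut at about 23% in these data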;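 note: signal is peak over basal fluorescence ratio across the kinetic read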
Target sequence (P08912 whole entry, looked up): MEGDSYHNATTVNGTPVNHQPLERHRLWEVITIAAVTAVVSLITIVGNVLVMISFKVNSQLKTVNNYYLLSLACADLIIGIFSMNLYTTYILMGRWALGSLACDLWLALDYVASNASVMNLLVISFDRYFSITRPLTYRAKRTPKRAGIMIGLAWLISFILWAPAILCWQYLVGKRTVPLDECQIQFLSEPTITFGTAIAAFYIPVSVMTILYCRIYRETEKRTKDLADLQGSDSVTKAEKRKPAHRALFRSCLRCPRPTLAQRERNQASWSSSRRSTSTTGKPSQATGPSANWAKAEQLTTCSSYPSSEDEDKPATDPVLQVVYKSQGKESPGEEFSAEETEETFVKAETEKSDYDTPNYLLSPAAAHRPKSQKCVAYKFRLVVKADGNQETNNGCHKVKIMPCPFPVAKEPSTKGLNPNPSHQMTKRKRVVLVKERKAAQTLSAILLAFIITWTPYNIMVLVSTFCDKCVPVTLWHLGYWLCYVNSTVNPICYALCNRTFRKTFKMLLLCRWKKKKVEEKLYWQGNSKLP
M4 PAM = positive allosteric modulators of human muscarinic M4 receptor; P08173; CHO-K1 hM4/Gqi5, Fluo-8 calcium fluorescence, ACh EC20; 0% = ACh EC20, 100% = maximal ACh; activation, % at 3 µM; 360,000 compounds, 0.4% hits;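 active = activation above its plate's cutoff, the mean activation of sample wells plus 3 SD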; note: some results filed as inactive read as strong as hits
CRFR2-BP antag = blocks CRF-induced signaling of the CRF-BP/CRF-R2 complex. inhibition, % at 11.8 µM. AID 588475. 350,000 compounds, 0.59% hits. HEK293 CRF-R2/CRF-BP, CRF-induced calcium fluorescence;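 active = inhibition of the ligand-induced calcium signal above about 50% at the single tested concentration, limit read from the data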
M5 antag = antagonists of human muscarinic M5 receptor (CHRM5). AID 624040. 360,000 compounds, 0.59% hits. CHO-hM5 cells, Fluo-8 calcium fluorescence, ACh EC80. inhibition, % at 3 µM. P08912;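 active = inhibition above a per-plate cutoff, the mean of that plate's test compounds plus 3 SD, cut at about 27% in these data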;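 note: 0% = acetylcholine EC80 with DMSO and 100% = DMSO without agonist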
CHRM5 PAM = CHRM5 positive allosteric modulation; P08912; CHO-K1 hM5, Fluo-8 calcium, ACh EC20 PAM; 0% = ACh EC20, 100% = ACh EC100; 360,000 compounds, 0.3% hits; activation, % at 3 µM; AID 624038;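 active = activation above the run cutoff, the mean activation of all test compounds plus 3 SD, cut at about 18% in these data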
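system = human M5 receptor in CHO-K1 cells | compound = one concentration, 3 µM final (nominal) | schedule = Post-acetylcholine fluorescence recording 140 s | signal = Fluo-8 calcium dye fluorescence, kinetic read | benchmarks = low control EC20 acetylcholine (0%), high control EC100 acetylcholine (100%) | repeats = singlicate, one well per test compound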
TAAR1 agonist = agonists of human TAAR1; 360,000 compounds, 0.99% hits; CHO RD-HGA16 TAAR1, Fluo-8 calcium fluorescence; vehicle wells 0%, saturating PEA agonist 100%; Q96RJ0; AID 624467; activation, % at 3 µM;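 active = activation above the mean activation of all test compounds in the run plus 3 SD, cut at about 38% in these data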
Target sequence (Q96RJ0 whole entry, looked up): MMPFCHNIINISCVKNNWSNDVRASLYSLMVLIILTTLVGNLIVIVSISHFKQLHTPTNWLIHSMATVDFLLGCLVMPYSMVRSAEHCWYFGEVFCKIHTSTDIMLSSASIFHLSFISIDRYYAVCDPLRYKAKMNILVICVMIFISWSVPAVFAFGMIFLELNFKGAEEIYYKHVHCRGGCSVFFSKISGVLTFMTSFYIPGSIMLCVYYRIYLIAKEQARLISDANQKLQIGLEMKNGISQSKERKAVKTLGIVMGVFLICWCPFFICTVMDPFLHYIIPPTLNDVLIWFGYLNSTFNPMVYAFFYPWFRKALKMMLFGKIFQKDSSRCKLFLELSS
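System: CHO-derived RD-HGA16 cells with stable Gα16 and human TAAR1 / Times: 17-24 h plating, Fluo-8 75 min 37 °C, 30 min RT / Technique: calcium-sensitive Fluo-8 signal, excitation 470-495, emission 515-575 nm / Measure: % activation relative to PEA EC100 response / Benchmarks: DMSO and PEA EC100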
TAAR1 antagonist = antagonists of human TAAR1; CHO RD-HGA16 TAAR1, Fluo-8 calcium fluorescence, antagonist; AID 624466; 360,000 compounds, 1.5% hits; Q96RJ0; inhibition, % at 3 µM;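 active = inhibition above a per-plate cutoff, the mean inhibition of test compounds on that plate plus 3 SD, cut at about 49% in these data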;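 note: 0% = DMSO plus EC80 beta-PEA response and 100% = DMSO alone without agonist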
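Test system: hTAAR1-expressing CHO RD-HGA16 cells, Gα16-coupled; Probe or stimulus: EC80 β-phenethylamine stimulus; Compound dosing: single nominal final test compound concentration of 3 µM; Timing: 140 s kinetic read after compound, 140 s after agonist; Signal: Fluo-8 calcium-sensitive fluorescence; Measure: % inhibition of agonist calcium response; Controls: DMSO and EC80 PEA controls.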
CHO-K1 Ca PAM = nonselective activator or artifact in parental CHO-K1 calcium assay; 360,000 compounds, 0.02% hits; AID 602247; ATP EC20, Fluo-8 calcium fluorescence; 0% at ATP EC20, 100% at ATP max; activation, % at 3 µM;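 active = activation above the run cutoff, the mean activation of all test compounds plus 3 SD, cut at about 40% in these data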;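 note: peak over basal fluorescence ratio in a 140 s read after ATP addition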
An asterisk follows results filed as active; . = no result given.

SMILES	CRFBP-R2 agonist	CHRM5 agonist	M4 PAM	CRFR2-BP antag	M5 antag	CHRM5 PAM	TAAR1 agonist	TAAR1 antagonist	CHO-K1 Ca PAM
Cc1csc(SCC(=O)Nc2cc([N+](=O)[O-])ccc2F)n1	0.0	0	4	-4	18	-5	0	5	25
Cc1ccc(CNC(=O)C2CCCN(c3nc4ccsc4c(=O)s3)C2)cc1 (centres undefined)	3.3	-1	-11	-8	2	-3	1	-18	0
CC1(C)CC(=O)C(C=Nc2ccc3[nH]ncc3c2)=C(O)C1	-0.1	0	6	0	-6	-2	2	2	11
Cc1ccc2nc(-c3cccnc3SCC(=O)N3c4ccccc4CC3C)[nH]c2c1 (centres undefined)	2.2	-4	-17	2	2	-5	8	3	22
O=C1C=C(c2ccccc2)OC(c2ccccc2)O1 (centres undefined)	-1.6	-5	1	-6	4	-2	-1	-15	12
Cc1cnc(NC(=O)CCN2C(=O)C3CCCCC3C2=O)s1 (centres undefined)	-1.9	-6	-4	12	-3	-3	7	10	0
Cc1cccc(OCC(=O)N2CCN(C(=O)c3ccco3)CC2)c1	1.5	-3	5	15	-2	-1	8	1	20
CCCCn1c(=O)c(-c2ccccc2)c(O)c2ccccc21	0.7	-8	6	-29	-7	8	8	-1	8
CCC1CCCCN1CCCNC(=O)c1ccc2c(c1)NC(=O)CN2C (centres undefined)	2.3	-4	-5	-9	16	-5	1	-15	-11
O=C(NCCn1ccc2ccccc21)c1ccc2c(c1)OCO2	0.0	0	1	-9	1	-3	1	-21	11
NCc1csc(Nc2cc(Oc3ccccc3)ncn2)n1	.	-2	-2	.	15	-5	10	-9	3
CC1(C(=O)NS(=O)(=O)c2cccs2)CCN1C(=O)C1CCCCC1 (centres undefined)	.	0	3	.	5	-3	2	-3	-13
Cc1nn(-c2cc(Cl)ccc2N)c(=O)c2ccccc12	0.0	1	-1	-13	-3	-9	1	3	-5
CC1CCN(C(=O)COC(=O)COc2ccccc2C#N)CC1	0.5	1	2	-8	1	3	1	2	3
OCC1(CCOc2ccccc2)CCN(Cc2ccc3c(c2)OCCO3)CC1	1.3	-14	1	-8	5	1	2	-37	15
CCC(C)NC(=O)Cn1c(-c2ccccc2)cc(C(C)=O)c1C (centres undefined)	-0.9	-2	-6	-3	2	0	3	-4	0
COC(=O)c1ccc(COC(=O)CCS(=O)(=O)c2ccc(C)cc2)cc1	0.3	-2	-7	18	2	-1	0	6	17
COc1cc(/C=N/Nc2ccc(Cl)c(C(=O)O)c2)ccc1OCC(=O)N1C(C)CCCC1C (centres undefined)	-2.7	5	4	3	-8	8	.	.	-2
COc1ccccc1NC(=O)CN1CCN(c2ccc(F)cc2)CC1	0.0	-8	3	-10	12	-3	1	-9	7
CCn1c(=S)[nH]c2cc(Cl)ccc21	-4.0	-4	1	9	1	1	5	-23	10
CCCCCCCNC(=O)C1(CC2CC(c3ccccc3)=NO2)CCN(C(=O)c2ccccc2)CC1 (centres undefined)	-0.5	-5	-1	-6	4	-8	4	38	24
CCCCn1nc(C(=O)Nc2ccc(-n3cnnn3)cc2)c2ccccc2c1=O	1.1	4	-3	-8	14	-12	24	52*	2
CC(=O)c1cccc(NC(=O)C(C)OC(=O)c2ccc(-n3cnnn3)cc2)c1 (centres undefined)	0.1	1	-4	11	15	-11	0	-8	-23
CS(=O)(=O)N1CCC(C(=O)Nc2ccc(C(N)=O)cc2)CC1	-1.6	-3	-2	-11	14	-7	6	-1	-7
CC(=O)N(c1cccc(C(F)(F)F)c1)c1nc(/C=C/C(=O)O)cs1	-3.3	0	0	12	4	-3	0	-12	5
COc1cc(OC)c(OC)cc1/C=N/Nc1nc2ccccc2[nH]1	0.4	-4	1	-5	19	-7	14	-2	-25
COc1cc(OC)cc(C(=O)NC(=S)Nc2cc3oc4ccccc4c3cc2OC)c1	-3.0	-4	7	-22	6	-12	4	-2	4
CCCc1cc(=O)n2[nH]c(-c3ccc(C)cc3)cc2n1	1.1	-2	0	-3	-8	-1	-2	3	12
CCn1cc([N+](=O)[O-])c(C(=O)N2CCCc3ccccc32)n1	0.9	-4	22*	-1	1	2	2	-23	11
Cc1nnc(NC(=O)c2c(-c3ccccc3)noc2C)s1	0.6	2	-3	-2	1	-1	3	-8	10

Single records (already shown). Values in the order: CRFBP-R2 agonist | CHRM5 agonist | M4 PAM | CRFR2-BP antag | M5 antag | CHRM5 PAM | TAAR1 agonist | TAAR1 antagonist | CHO-K1 Ca PAM
CS(=O)(=O)N1CCC(C(=O)Nc2ccc(C(N)=O)cc2)CC1 is listed as -1.6 | -3 | -2 | -11 | 14 | -7 | 6 | -1 | -7
COc1ccccc1NC(=O)CN1CCN(c2ccc(F)cc2)CC1 is listed as 0.0 | -8 | 3 | -10 | 12 | -3 | 1 | -9 | 7
CCn1cc([N+](=O)[O-])c(C(=O)N2CCCc3ccccc32)n1 is listed as 0.9 | -4 | 22* | -1 | 1 | 2 | 2 | -23 | 11

Entries listed above that bear a hit mark in TAAR1 antagonist.
compound | CRFBP-R2 agonist | CHRM5 agonist | M4 PAM | CRFR2-BP antag | M5 antag | CHRM5 PAM | TAAR1 agonist | TAAR1 antagonist
CCCCn1nc(C(=O)Nc2ccc(-n3cnnn3)cc2)c2ccccc2c1=O | 1.1 | 4 | -3 | -8 | 14 | -12 | 24 | 52*

Next records:
SMILES	CRFBP-R2 agonist	CHRM5 agonist	M4 PAM	CRFR2-BP antag	M5 antag	CHRM5 PAM	TAAR1 agonist	TAAR1 antagonist	CHO-K1 Ca PAM
O=C(Nc1ncccn1)c1cccs1	-1.2	-3	7	29	-1	-2	0	0	15
C[C@H](CO)N1C[C@H](C)[C@H](CN(C)C(=O)Cc2cccnc2)Oc2ncc(Br)cc2C1=O	1.5	0	-11	6	7	-2	3	-32	-2
COc1ccc(C2C(C#N)=C(N)Oc3n[nH]c(-c4ccccn4)c32)c(OC)c1OC (centres undefined)	0.1	-1	1	-1	-2	1	-1	-3	10
COc1ccccc1CNC(=O)/C=C/C(=O)O	-1.0	3	-17	1	7	-17	9	-3	11
O=C(COc1ccccc1)N=C1SC2CS(=O)(=O)CC2N1c1ccccc1 (centres undefined)	-1.3	-4	0	15	10	-2	1	-2	5
COC(=O)[C@@H](Cc1c[nH]c2ccccc12)NC(=O)CNC(=O)c1ccccc1OC	0.2	1	1	7	1	-4	1	-6	13
C=C(C)CNC(=S)N/N=C/c1ccc([N+](=O)[O-])cc1	-1.1	-2	-11	-31	2	-12	18	-15	8
CN(C)C(=O)CSc1cnc2ccccc2n1	1.3	-2	8	-17	-1	-2	3	-11	12
CC(C)(C)c1ccc(C2(C)NC(=O)N(CC(=O)c3ccc[nH]3)C2=O)cc1 (centres undefined)	4.3	18	-4	-75	3	2	56*	-13	6
O=C(Nc1nnc(-c2ccncc2)o1)c1ccccc1	-0.3	-4	2	14	8	2	-1	-13	11
COc1ccc(NC(=O)C(OC(=O)c2cnc(C)cn2)c2ccccc2)cc1Cl (centres undefined)	-1.2	-2	10	2	5	7	-1	-28	-3
NC(=O)c1ccc(NC(=O)COC(=O)CCCOc2ccccc2)cc1	0.1	1	-3	-2	4	5	3	-11	-11
Cc1ccc2nc(N(CCCN(C)C)C(=O)c3ccco3)sc2c1	4.1	-10	0	-1	8	1	2	-15	26
COc1ccc(Cn2c(SCC#N)nc3ccc(N4CCOCC4)cc3c2=O)cc1	0.0	-1	-5	6	14	-2	3	-20	8
NCCCNC(=S)NCCCN(Cc1ccc(Cl)cc1)c1ccc(Br)cn1	.	-3	-3	.	-2	2	24	0	15

Gathered by group: the compounds so far with an NH in an aromatic ring
SMILES	CRFBP-R2 agonist	CHRM5 agonist	M4 PAM	CRFR2-BP antag	M5 antag	CHRM5 PAM	TAAR1 agonist	TAAR1 antagonist	CHO-K1 Ca PAM
CC1(C)CC(=O)C(C=Nc2ccc3[nH]ncc3c2)=C(O)C1	-0.1	0	6	0	-6	-2	2	2	11
Cc1ccc2nc(-c3cccnc3SCC(=O)N3c4ccccc4CC3C)[nH]c2c1 (centres undefined)	2.2	-4	-17	2	2	-5	8	3	22
CCn1c(=S)[nH]c2cc(Cl)ccc21	-4.0	-4	1	9	1	1	5	-23	10
COc1cc(OC)c(OC)cc1/C=N/Nc1nc2ccccc2[nH]1	0.4	-4	1	-5	19	-7	14	-2	-25
CCCc1cc(=O)n2[nH]c(-c3ccc(C)cc3)cc2n1	1.1	-2	0	-3	-8	-1	-2	3	12
COc1ccc(C2C(C#N)=C(N)Oc3n[nH]c(-c4ccccn4)c32)c(OC)c1OC (centres undefined)	0.1	-1	1	-1	-2	1	-1	-3	10
COC(=O)[C@@H](Cc1c[nH]c2ccccc12)NC(=O)CNC(=O)c1ccccc1OC	0.2	1	1	7	1	-4	1	-6	13
CC(C)(C)c1ccc(C2(C)NC(=O)N(CC(=O)c3ccc[nH]3)C2=O)cc1 (centres undefined)	4.3	18	-4	-75	3	2	56*	-13	6

Next section.
SMILES	CRFBP-R2 agonist	CHRM5 agonist	M4 PAM	CRFR2-BP antag	M5 antag	CHRM5 PAM	TAAR1 agonist	TAAR1 antagonist	CHO-K1 Ca PAM
CC(=O)c1cc2c(cc1NS(=O)(=O)c1ccccc1)OCO2	-0.3	-7	-10	6	14	-5	4	-1	6
COCCN(C(=S)Nc1c(C)cccc1C)C(C)c1cccs1 (centres undefined)	-0.9	-4	-1	11	4	2	-2	-46	10
C=C(C)c1nc(N)nc(N)n1	2.1	-4	-4	-19	-9	5	5	-20	-1
CCOC(=O)c1ccc(NC(=O)c2cccc(S(=O)(=O)N3CCOCC3)c2)cc1	-0.2	5	-17	-2	15	-24	23	62*	7
COc1ccc(-c2noc(CSc3nc4sc(C)c(C)c4c(=O)n3-c3ccccc3)n2)cc1OC	-2.0	2	4	-6	-7	1	4	-8	-9
CCCc1nnc(NC(=O)c2ccc([N+](=O)[O-])cc2)s1	0.9	-2	10	-12	-2	0	-1	4	11
COc1ccc(C(=O)Nc2ccnn2C2CCN(C(=O)c3cccnc3)CC2)cc1	-2.4	0	6	16	-9	4	0	-9	7
O=C(CN1C(=O)CCC1=O)Nc1nc(-c2ccccn2)cs1	3.2	4	-3	-1	5	-3	4	-13	16
COc1cc(C(=O)Nc2ccc3c(c2)OCCO3)ccc1OC(F)F	-0.8	-2	0	-1	5	-5	8	16	-3
